Compound activity: PubChem, National Center for Advancing Translational Sciences (NCATS)
D2 ag: agonists of human D2 dopamine receptor; HEK293 T-REx D2 cells, calcium flux agonist mode; activation, % at 2 µM; 340,000 tested, 0.53% active; AID 485358;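 active = activation over 3 SD above normal in the single-dose calcium agonist read, cut at about 30% in these data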; note: 0% is about no effect
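Agonism is scored from calcium flux in a force-coupled, inducible HEK293 cell line expressing D2, read kinetically for 180 s after compound addition against dopamine controls.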
TRHR PAM: allosterically enhances the human TRH receptor | enhancement, % at 2 µM | P34981 | 360,000 tested, 0.66% active | TRHR cells, fluo-8 calcium fluorescence, EC20 TRH enhancement; in the data active = enhancement above about 30%; note: 0% is about no effect
Target sequence (P34981 whole entry, looked up): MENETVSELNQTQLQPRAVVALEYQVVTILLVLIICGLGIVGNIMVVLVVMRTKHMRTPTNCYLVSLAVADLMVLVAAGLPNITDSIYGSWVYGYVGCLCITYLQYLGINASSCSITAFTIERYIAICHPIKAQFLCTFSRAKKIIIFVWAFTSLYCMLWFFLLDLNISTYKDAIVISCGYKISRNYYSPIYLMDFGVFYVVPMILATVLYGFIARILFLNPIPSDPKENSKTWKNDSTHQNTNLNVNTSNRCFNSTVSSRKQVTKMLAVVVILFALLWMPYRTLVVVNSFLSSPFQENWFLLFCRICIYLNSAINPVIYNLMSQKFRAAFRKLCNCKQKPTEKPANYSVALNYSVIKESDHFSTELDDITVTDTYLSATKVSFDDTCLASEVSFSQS
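Enhancer read-out: after compound pinning and an initial kinetic agonist-mode read, an EC20 of TRH (10 nM final) was injected and fluo-8 calcium signal (Ex 480/Em 530) followed at 1 s/cycle for 100 cycles in TRHR-expressing cells.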
USP1 inh: blocks the human USP1/UAF1 deubiquitinase complex | O94782 | recombinant USP1/UAF1, Ub-Rhodamine cleavage fluorescence | Potency, µM (series often up to 57.1 µM), for the others: top-dose activity change, negative = inhibition, most hits filed as inhibitors | 390,000 tested, 0.23% active | AID 743255; note: potency is the fitted concentration of half-maximal effect; % is set by controls: 0 for no effect and ±100 for the full control effect; nearly all actives have a fitted effect of over 60% in size; inactives centre near -12
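USP1/UAF1 complex (1 nM) preincubated 15 min at room temperature with compound, then Ub-Rho substrate (150 nM final) added. Kinetic fluorescence at 480/540 nm over 6 reads at 60 s intervals; 50 mM HEPES pH 7.8, 0.5 mM EDTA, 0.1 mg/ml BSA, 1 mM TCEP, 0.01% Tween-20.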
Pin1 inhibitor: blocks the human prolyl isomerase Pin1; Pin1 FP peptide displacement, HiFluor488, 10 min; Potency, µM (titrated, usually from 115 µM), for inactives: top-dose activity, negative = inhibition, actives largely listed as inhibitors; 390,000 tested, 0.009% active; active = well fitted inhibition curve with a large enough effect in the polarisation, with a control signal flat, not every such curve was filed as active; inconclusive = small, poorly fitted or top-dose-only effect, or effect the other way, or a change in a side signal; inactive = no such curve, though single readings can be large or run the other way; the % refers to the polarisation; note: potency is the fitted concentration of half-maximal effect; % is set by controls: 0 for no effect and ±100 for the full control effect
Target sequence (Q13526 whole entry, looked up): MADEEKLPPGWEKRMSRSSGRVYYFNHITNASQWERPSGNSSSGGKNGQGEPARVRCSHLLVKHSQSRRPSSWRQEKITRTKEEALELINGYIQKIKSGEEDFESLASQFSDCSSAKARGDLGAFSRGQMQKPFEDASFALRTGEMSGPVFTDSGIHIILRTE
IDH1 R132H inh: blocks human mutant IDH1 R132H enzyme; 390,000 tested, 0.093% active; O75874; AID 602179; IDH1-R132H enzyme, NADPH consumption, diaphorase/resazurin fluorescence; Potency, µM (titrated, usually from 76.6 µM), inactives show at the highest dose activity change, negative = inhibition, usual class: inhibitors; note: potency is the fitted concentration of half-maximal effect; % is set by controls: 0 for no effect and ±100 for the full control effect; nearly all actives have a fitted effect of over 65% in size
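IDH1-R132H (0.5 ug/mL) preincubated 30 min with compound, then NADPH (0.016 mM) and alpha-KG (2 mM) added; 80 min at RT, pH 7.5. Remaining NADPH coupled via diaphorase/resazurin to fluorescence (540/590 nm); concentration-response curves normalized to no-enzyme control.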
D2 antagonist: D2 dopamine receptor (human) antagonism | P14416 | 340,000 tested, 2% active | inhibition, % at 10 µM | HEK293 TREx D2 cells, calcium flux, dopamine EC80; in the data active = inhibition above about 30%; note: 0% is about no effect
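Calcium flux kinetic readout in an inducible HEK293 TREx D2 line plated overnight at 30 C. After 180 s compound exposure, an EC80 dopamine challenge follows with another 180 s kinetic read to detect antagonism.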
TRHR ag: agonists of human TRH receptor. TRHR cells, calcium flux fluo-8, FDSS agonist mode. 360,000 tested, 0.18% active. activation, % at 2 µM. P34981. AID 493084; in the data active = activation above about 30%; note: 0% is about no effect
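TRHR-expressing cells, plated overnight in medium with 10% serum, were loaded with fluo-8 calcium dye at room temperature. After a 10 s baseline, library compound was pin-added and calcium release was recorded kinetically (ex 480/em 530) as agonist response.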
rTrxR1 inhibitor: rat TrxR1 inhibition; recombinant rTrxR1, NADPH fluorescence consumption, selenite substrate; O89049; Potency, µM (series often up to 114 µM), for inactives: at the top dose activity change, negative = inhibition, hits mostly inhibitors; 390,000 tested, 1% active; note: potency is the fitted concentration of half-maximal effect; % is set by controls: 0 for no effect and ±100 for the full control effect; nearly all actives have a fitted effect of over 65% in size
Target sequence (O89049 whole entry, looked up): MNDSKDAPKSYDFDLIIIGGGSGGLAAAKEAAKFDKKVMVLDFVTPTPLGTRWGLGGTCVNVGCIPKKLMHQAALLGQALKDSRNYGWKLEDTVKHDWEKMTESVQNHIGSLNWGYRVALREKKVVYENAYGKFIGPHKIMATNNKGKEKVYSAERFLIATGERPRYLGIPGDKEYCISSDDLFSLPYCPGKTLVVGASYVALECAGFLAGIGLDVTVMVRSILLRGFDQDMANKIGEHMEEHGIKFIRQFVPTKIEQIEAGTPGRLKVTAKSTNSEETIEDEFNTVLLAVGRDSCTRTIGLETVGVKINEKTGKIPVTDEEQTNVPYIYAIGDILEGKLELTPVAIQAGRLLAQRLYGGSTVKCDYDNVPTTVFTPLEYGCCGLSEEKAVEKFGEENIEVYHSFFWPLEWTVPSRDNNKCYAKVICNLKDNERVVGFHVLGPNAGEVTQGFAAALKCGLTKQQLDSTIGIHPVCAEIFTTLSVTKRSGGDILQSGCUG
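Rat TrxR1 (90 nM in the dispensed reagent) was pre-reduced with 400 uM NADPH for 5 min at room temperature, then incubated with compound for 15 min. After 400 uM selenite was added, NADPH fluorescence (Ex 340/Em 450 nm) was followed for 8 min.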
TrxR1 substrate: substrates of rat thioredoxin reductase 1; Potency, µM (top dose mostly 114 µM), without a hit: top-dose activity change, negative = substrate turnover; 390,000 tested, 0.01% active; AID 588456; purified TrxR1 substrate turnover, NADPH consumption readout; note: potency is the fitted concentration of half-maximal effect; % is set by controls: 0 for no effect and ±100 for the full control effect; nearly all actives have a fitted effect of over 50% in size
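Rat TrxR1, dispensed at 90 nM, was prereduced with 400 uM NADPH (final) for 5 min at ~22 deg C, then incubated with compound 15 min before 400 uM selenite. A first-read NADPH fluorescence drop versus no-compound background flagged substrates.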
Active calls of the source: *; u = inconclusive; x = not tested or not shown; & = joins results of further samples; [ ] = dose if it differs, or a comment. Unless noted, calls come from the whole dose curve; as a rule, active = well fitted inhibition curve with a large enough effect; inconclusive = small, poorly fitted or top-dose-only effect; inactive = no such curve, though single readings can be large or run the other way. Only part of the results is shown. The share of hits here may be higher or lower than overall.

SMILES | D2 ag | TRHR PAM | USP1 inh | Pin1 inhibitor | IDH1 R132H inh | D2 antagonist | TRHR ag | rTrxR1 inhibitor | TrxR1 substrate
COc1ccc2c(c1)c(=O)c(C(=O)O)c(-c1ccc3c(c1)OCO3)n2C | -3.6 | 0.6 | -5.0% | 1.5% | 5.8% | 3.8 | -0.3 | -10.6% | -5.2%
CC(=O)c1ccc(OCC(O)CN2CCN(S(=O)(=O)c3cccc(Br)c3)CC2)cc1 (stereo unspecified) | 0.5 | -2.0 | -25.6% | 2.3% | 1.2% | -1.7 | -0.4 | 6.0% | 2.6%
COc1ccc(/C=N/n2c(C)nnc2C)c(OC)c1OC | 0.2 | 4.1 | -6.6% | 6.1% | -0.8% | 0.2 | -0.2 | -2.8%[57.1 µM] | 13.7%[57.1 µM]
O=C(Nc1nccs1)c1ccc(-c2ccccc2Cl)o1 | 0.1 | -7.6 | u | 2.0% | 4.9% | 15.0 | 0.2 | -1.1% | 11.3%
O=C(Nc1cccc(Br)c1)c1ccn[nH]1 | 0.4 | -4.9 | -18.8% | -14.5% | -3.5% | -11.3 | -1.0 | 5.5% | -1.3%
Cc1ccc(C)c(S(=O)(=O)N2CCCOC2CNC(=O)C(=O)NC2CCCCC2)c1 (stereo unspecified) | -2.1 | -2.7 | -13.8% | -0.7% | -3.0% | -0.7 | -0.7 | -10.6% | -9.4%
COc1ccc(OC(=O)c2cc(-c3ccc4c(c3)OCCO4)on2)cc1 | -1.7 | 1.4 | -22.4% | 4.1% | 14.6% | x | 0.2 | 8.9% | 4.4%
CC12CC3CC(C)(C1)CC(C(=O)Nc1nncs1)(C3)C2 | 0.5 | -8.5 | -5.3% | -4.2% | -0.2% | 0.2 | 1.1 | -11.4% | -10.6%
COc1ccc(NC(=O)CN(C)CC(=O)NCC2CCCCC2)cc1 | 0.6 | 0.6 | -8.0% | 1.8% | -6.9% | -25.8 | 0.0 | 16.9%[57.1 µM] | 5.3%[57.1 µM]
COc1cccc(/C=C/C(=O)NNC(=O)c2ccco2)c1OC | 0.1 | -0.8 | -6.5% | -10.1% | -4.5% | 10.2 | 0.7 | 10.5% | -4.4%
CC1CC(C)CN(S(=O)(=O)c2ccc3c(c2)oc(=O)n3CC(=O)NCCCOC(C)C)C1 (stereo unspecified) | 1.4 | 24.2 | -17.1% | -10.7% | 2.6% | -5.9 | 1.0 | 23.8% | 2.9%
Cc1ccc(N2C(=O)NC(NC(=O)C3CC3)(C(F)(F)F)C2=O)cc1 (stereo unspecified) | 0.6 | 0.3 | -12.9% | -0.5% | 8.6% | 3.1 | -0.1 | -5.5% | -1.7%
CNC(=O)C1CCC(=O)N1Cc1ccccc1Cl (stereo unspecified) | 0.3 | -2.8 | -1.1% | -11.6% | 4.9% | -6.8 | -0.2 | 19.4% | -8.6%
Cc1cccc(-n2ncc3c(N4CC(C)CC(C)C4)ncnc32)c1 (stereo unspecified) | 0.4 | 5.9 | -20.1% | -5.2% | 3.7% | 6.6 | 0.5 | 17.5% | 2.9%
O=C(C[n+]1cccc(Br)c1)c1cccs1 | 0.3 | -1.5 | -18.3% | -0.5% | 0.0% | -0.1 | 0.7 | 30.6%&-16.4%[activator] | 11.7%&-3.0%
Cc1cc(-c2ccccc2C(=O)O)on1 | 0.0 | 2.6 | -10.5% | 2.7% | -1.2% | -11.1 | -0.9 | 8.6%[57.1 µM] | 6.2%[57.1 µM]
CCOCCOC(=O)CCSc1n[nH]c(=O)[nH]c1=O | 1.3 | 1.8 | -1.1% | 3.2% | 3.6% | 6.2 | 0.1 | 13.6% | 9.8%
CC(=O)N1CCN(C(=O)CCc2nc3ccccc3c(=O)[nH]2)CC1 | x | 4.3 | -11.8% | 1.4% | 0.7% | x | 0.4 | 13.3%[57.1 µM] | -3.1%
COCCNC(=O)c1onc(CSc2ccccc2F)c1C(=O)O | 0.9 | 0.3 | -19.5% | -0.4% | -4.3% | -8.3 | -0.3 | 15.0%[57.1 µM] | 4.1%[57.1 µM]
COC(=O)Nc1ncc(CN2CCc3ccccc3C2)s1 | 0.5 | 0.4 | -6.2% | -2.0% | -1.2% | -26.9 | 0.2 | 16.6% | 3.6%
O=C(Cc1cccs1)NC(Cc1c[nH]c2ccccc12)C(=O)O (stereo unspecified) | -0.1 | 4.7 | -7.9% | 4.3% | 7.0% | 5.7 | -0.1 | 3.5% | 6.5%[0.457 µM]
CCC(C)NC(=O)COC(=O)c1ccccc1OCC(=O)Nc1ccc(Br)cc1 (stereo unspecified) | 0.6 | 1.6 | -17.7% | 0.0% | 7.3% | -28.9 | 0.0 | -1.0% | -11.6%
O=C(NC1CCCCC1)c1ccc(CSc2nc3cccnc3n2Cc2cccc(F)c2)cc1 | -1.8 | -13.3 | -13.5% | 7.5% | 13.2% | x | 0.2 | 11.6% | 3.6%
COc1ccc(N2Cc3cccc(C(=O)Nc4cc(C)cc(C)c4)c3C2=O)cc1 | 1.1 | -0.8 | u | u | -13.2% | x | 0.4 | 9.2% | 0.2%
Cc1ccc(C(=O)NCc2ccc(F)cc2)s1 | x | x | -18.2% | 0.4% | 8.6% | x | x | -6.6%[57.1 µM] | -7.7%[57.1 µM]
CCOc1cc(N2CCOCC2)c(OCC)cc1NC(=O)COC(=O)CCOc1cc(C)ccc1C | -1.6 | 4.4 | -6.3% | 2.0% | 3.2% | 6.9 | -0.4 | u | -9.1%
Cc1ccc(Cl)cc1NS(=O)(=O)Cc1ccccc1 | 0.1 | -0.7 | -26.7% | -9.4% | 3.3% | -4.6 | 0.9 | 19.6%[57.1 µM] | 8.3%[57.1 µM]
CCOc1ccc(-c2nnc(NC(=O)C3CCCC3)o2)cc1 | -0.1 | -12.5 | -14.8% | -5.3% | 3.9% | -11.2 | -0.4 | 5.4% | -4.2%
Cc1ccc(NC(=O)c2cc(N3C(=O)C=CC3=O)ccc2N2CCOCC2)cc1Cl | 0.8 | 4.7 | -20.9% | 0.0% | -0.3% | -12.6 | 0.9 | 3.55µM* | -8.5%
COc1cc(OC)c(OC)cc1/C=C/C(=O)c1ccc(NS(=O)(=O)c2ccc(C)cc2)cc1 | 5.1 | 11.9 | -27.0% | u | 5.0% | -0.8 | 7.6 | 3.1% | -0.6%
CC(C)(C)c1cnnn1-c1ccc(-c2csc(N)n2)cc1 | x | -1.1 | 0.0% | 0.5% | 5.8% | x | -0.2 | 26.0% | 7.4%
CCC(/C=C1\Sc2ccc(OC)cc2N1CCO)=C\c1sc2ccc(OC)cc2[n+]1CCO | -0.8 | -2.8 | -5.2% | u | -1.5% | -22.8 | 0.0 | 51.7%[activator][57.1 µM] | -4.5%[57.1 µM]
COC(=O)c1cc2ccsc2n1CC(=O)N1CCCc2ccccc21 | x | 0.5 | 5.3% | -4.7% | 2.6% | x | -0.8 | 12.2% | 1.1%
O=c1cc(CSc2nnnn2-c2ccccc2)nc(Nc2ccc(F)cc2)[nH]1 | -0.9 | 5.4 | -17.7% | u | 2.1% | 4.2 | -0.6 | 17.3% | -2.6%
c1ccc2c3c([nH]c2c1)CCNC3 | 20.3 | 6.0 | -25.0% | 5.8% | -11.1% | 12.8 | 0.6 | -4.5% | 2.2%
Cc1ccc(Sc2ccc(C(=O)N3CCOCC3)cc2[N+](=O)[O-])cc1 | 0.1 | -5.6 | -7.6% | -5.2% | -2.5% | -26.3 | -1.4 | 6.8% | -4.2%
C(=N\Nc1nc(-c2cccnc2)nc2ccccc12)/c1ccccc1 | -1.2 | 1.8 | -10.3% | 23.1% | 16.8% | 8.3 | 0.2 | 21.6%[57.1 µM] | 0.9%[57.1 µM]
COc1cccc(NC(=S)N2CCCC2c2ccc(OC)c(OC)c2)c1 (stereo unspecified) | -0.3 | 5.5 | -4.8% | -7.7% | -9.4% | 3.9 | -0.8 | 13.8% | 0.4%
Cc1nccn1CC(=O)N/N=C/c1cc(Br)cs1 | 0.5 | -7.4 | -3.5% | 1.1% | 0.3% | 15.2 | 0.3 | 17.4% | -4.1%[57.1 µM]
COc1ccccc1NC(=O)c1sc2ncn(Cc3ccccc3Cl)c(=O)c2c1C | 0.4 | -3.2 | -5.3% | -13.6% | 12.2% | x | 0.4 | 21.1%[57.1 µM] | 6.7%[57.1 µM]
Cc1ccc(/C=C(\NC(=O)c2ccccc2)C(=O)NC2CCN(Cc3ccccc3)CC2)o1 | -0.1 | -3.6 | -5.0% | 0.9% | 0.9% | -4.6 | -0.5 | -21.7% | -15.8%
CCOC(=O)c1cnn(C)c1NC(=O)c1ccc([N+](=O)[O-])cc1 | -0.2 | -1.8 | -0.8% | -0.7% | -2.2% | -12.2 | 0.5 | -9.2% | -5.5%
COC(=O)c1sc(-c2ccccc2)cc1NC(=O)c1ccc(OC)cc1 | 0.3 | 3.3 | -9.6% | -5.6% | 8.1% | 6.7 | 0.1 | -0.5% | 0.2%
CCn1c(=O)n(CC(=O)Nc2cccc(OC)c2)c(=O)c2ccccc21 | -0.1 | 1.1 | -2.3% | -2.3% | -0.2% | 14.3 | 0.0 | 8.5%[57.1 µM] | 4.0%[57.1 µM]
NS(=O)(=O)c1ccc(CCNC(=O)C2CCCO2)cc1 (stereo unspecified) | 0.8 | 6.2 | -8.2% | -7.9% | 0.7% | 0.5 | 1.8 | 16.2%[57.1 µM] | 8.0%[57.1 µM]
CC(=O)Nc1ccc2nc(NC(=O)CS(=O)(=O)c3ccccc3)sc2c1 | 1.2 | -1.1 | -5.9% | 11.2% | 1.6% | -0.1 | 0.4 | -24.3% | -13.9%
